GDH-TPI inh: GDH-TPI coupled enzyme inhibition counter-screen; inhibition, % at 4.8 µM; 360,000 compounds, 1.2% hits; AID 588335; GDH-TPI coupled enzyme counterscreen, NADH absorbance; in the data active = inhibition above about 30%;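 note: 0% = DMSO wells and 100% = wells lacking the enzyme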
Mtb FBA inh: inhibitors of M. tuberculosis fructose-bisphosphate aldolase | P9WQA3 | purified M. tuberculosis FBA, fluorescence read-out | inhibition, % at 1 µM | 360,000 compounds, 2.3% hits | AID 588726; in the data active = inhibition above about 27%;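 note: 0% = vehicle and 100% = reference inhibitor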
FadD28 binding: M. tuberculosis FadD28 bisubstrate binding inhibition; FadD28 bisubstrate probe binding, fluorescence polarization; inhibition, % at 12.5 µM; 360,000 compounds, 0.22% hits; AID 588549; in the data active = inhibition above about 8.5%, passing the limit was not always enough
Yp Topo-I inh: blocks Yersinia pestis topoisomerase I activity; Y. pestis Topo-I cleavage product accumulation, plate reader; activity, % at 10 µM; 360,000 compounds, 0.064% hits; AID 504884; in the data active = activity above about 50%, passing the limit was not always enough; note: inactives centre near 2
PfHsp40 yeast: rescue of PfHsp40-mediated yeast toxicity; S. cerevisiae expressing PfHsp40, growth rescue, ATP luminescence; growth rescue, % at 12.5 µM; 340,000 compounds, 0.68% hits; AID 504582; in the data active = growth rescue above about 28%, passing the limit was not always enough;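 note: yeast W303a lacking pdr1 and pdr3 grown in galactose medium; growth measured after three days at 30 °C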
Mtb BioA inh: blocks M. tuberculosis BioA enzyme activity; purified M. tuberculosis BioA enzyme, plate reader; 360,000 compounds, 0.096% hits; inhibition, % at 9.99 µM; in the data active = inhibition above about 40%
Mtb UGM inh: Mtb UDP-galactopyranose mutase inhibition. P9WIQ1. inhibition, % at 10 µM. purified UGM, fluorescence polarization probe displacement. 320,000 compounds, 0.06% hits. AID 504406; in the data active = inhibition above about 10%, passing the limit was not always enough
TcdB inh: inhibitors of Clostridioides difficile toxin B glycohydrolase; P18177; TcdB glycohydrolase enzymatic assay, plate reader; inhibition, % at 9.99 µM; 350,000 compounds, 0.24% hits; AID 652162; in the data active = inhibition above about 10%
Vc quorum ag: induces V. cholerae light production without autoinducers. V. cholerae BH1578 lux reporter, luminescence, 6 h. activation, % at 18.7 µM. 350,000 compounds, 0.16% hits. AID 588436; in the data active = activation mostly above about 9.7%, no sharp cut-off; note: not every result past the cut was called active; inactives centre near 0; reference of the scale not given here
The depositor's hits bear a star; i = inactive; . = no result given; & = joins results of further samples.

Start of the data: the first three compounds, to show the layout:
Values in the order: Mtb FBA inh, Mtb BioA inh, Yp Topo-I inh, TcdB inh, PfHsp40 yeast, Vc quorum ag, FadD28 binding, GDH-TPI inh, Mtb UGM inh
- Cc1ccc2c(Cl)cc(Cl)c(OCC(=O)NC(C)(C)C)c2n1
→ 9, ., 2, 0.3, -1.8, -0.5, -1.1, 4, 3.1
- CCc1ccc(NC(=S)NC2CC3CCCC(C2)N3Cc2ccccc2)cc1 (centres undefined)
→ 0, ., 4, 0.3, -1.5, -0.4, -0.3, 1, -1.3
- CN(Cc1ccccc1OCCO)CC1CCCN(CCc2ccc(Cl)cc2)C1 (centres undefined)
→ 1, 0.8, 32, -5.6, 0.2, -0.3, 0.0, -9, -0.8

Main list, from the start:
Values in the order: Mtb FBA inh, Mtb BioA inh, Yp Topo-I inh, TcdB inh, PfHsp40 yeast, Vc quorum ag, FadD28 binding, GDH-TPI inh, Mtb UGM inh
- Cc1ccc2c(Cl)cc(Cl)c(OCC(=O)NC(C)(C)C)c2n1
→ 9, ., 2, 0.3, -1.8, -0.5, -1.1, 4, 3.1
- CCc1ccc(NC(=S)NC2CC3CCCC(C2)N3Cc2ccccc2)cc1 (centres undefined)
→ 0, ., 4, 0.3, -1.5, -0.4, -0.3, 1, -1.3
- CN(Cc1ccccc1OCCO)CC1CCCN(CCc2ccc(Cl)cc2)C1 (centres undefined)
→ 1, 0.8, 32, -5.6, 0.2, -0.3, 0.0, -9, -0.8
- O=C(Nc1ccc2c(c1)CCC2)c1cnccn1
→ -3, 0.6, 5, 1.3, 1.1, -0.7, -4.0, 4, -1.3
- COc1ccc(/C=N/NC(=O)CNS(=O)(=O)c2ccc(C)cc2)cc1
→ 2, ., 15, 0.4, -1.9, i, -0.8, -5, -0.3
- O=C(COCc1nc2ccccc2c(=O)[nH]1)NCC1CCCCC1
→ 2, ., -9, -0.2, 0.4, 1.7, -1.3, -2, -3.3
- O=C(CCN1CCCC1)Nc1ccc(Br)cc1
→ 3, 0.2, -3, ., 1.0, i, -3.8, -5, -0.7
- Cc1cc(=O)[nH]c(SCC(=O)Nc2cc(S(=O)(=O)N(C)C)ccc2Cl)n1
→ 0, ., 1, -0.7, -0.9, -0.3, -1.4, -5, -2.3
- Cc1cccc(-c2nc(CN3CCN(Cc4cccc(F)c4)CC3)c(C)o2)c1
→ 1, -0.5, 15, -0.5, 3.3, -0.5, -3.7, -3, -4.3
- C=CCNC(=O)COc1coc(CN2CCN(C(=O)c3ccco3)CC2)cc1=O
→ -2, -1.5, -1, 1.6, 0.0, 1.8, -1.8, 9, -1.6
- Cc1ccc(NC(=O)CCn2c(=O)c3cccn3c3ccccc32)c(C)c1
→ -2, -0.1, 1, 0.1, -1.3, -0.2, -3.4, -1, 0.8
- CC(=C1C(=O)c2ccccc2C1=O)N1CCN(c2ccc(F)cc2)CC1
→ 5, ., -8, 0.5, -0.2, 0.0, -0.3, 8, -1.0
- COc1ccc(CC(=O)N(CC2CCCO2)c2nc3ccccc3s2)cc1 (centres undefined)
→ -1, 3.2, 26, 0.1, 0.5, -0.4, 0.5, 0, 1.4
- COc1ccc(NC(=O)N(C)C[C@H]2Oc3ccc(NS(=O)(=O)c4ccccc4)cc3C(=O)N([C@H](C)CO)C[C@@H]2C)cc1
→ 4, 11&-0.4, -9, 0.7, 0.7, 0.4, 0.7, 9, .
- Cc1ccc([N+](=O)[O-])cc1-c1ccc(/C=N\n2nnnc2N)o1
→ 0, ., -10, 0.1, -1.2, -0.2, 0.6, 30, 2.5
- COCCn1c(SCC(=O)N2CCCCC2)nc2c([nH]c3ccccc32)c1=O
→ 1, -1.4, 20, -0.1, -1.3, i, -2.6, 7, 3.5
- C/C(=N\Nc1nc(C)cc(-c2ccccc2)n1)c1cccc(N)c1
→ -7, -0.7, -3, -0.9, 7.6, i, -4.1, -1, -6.5
- CCN(CC)C(=O)CSc1nc2sc3c(c2c(=O)n1CCOC)CCC3
→ 0, -0.1, 3, -0.3, -2.2, -1.7, 1.1, 3, -1.1
- CSCCC(NC(=O)c1ccccc1)C(=O)NC1CCCC1 (centres undefined)
→ 2, -3.1, -10, 1.1, 0.2, -0.4, -1.2, 2, 6.1
- CNc1c(NS(=O)(=O)c2cc(OC)ccc2OC)c(=O)oc2ccccc12
→ 1, 3.5, -2, 1.6, 0.2, -0.3, -4.8, 18, -0.8
- O=C(c1ccc2c3c(cccc13)CC2)C1CCCN(Cc2ccc(OCCO)cc2)C1 (centres undefined)
→ 26, ., 16, 1.8, -0.6, -0.6, -4.6, 7, -0.4
- C=CCn1c(SCC(=O)c2ccc(NS(=O)(=O)c3ccccc3)cc2)nnc1-c1cccs1
→ 3, 0.7, 23, ., 1.1, i, -4.9, 35*, 1.1
- CCCn1nnc(NC(=S)NC(=O)CC)n1
→ 2, -1.2, 2, ., -0.6, i, 0.7, 0, 0.0
- Cc1cccc2c(N=Nc3ccc(S(=O)(=O)Nc4ccc(Cl)cc4)cc3[N+](=O)[O-])c(O)[nH]c12
→ 0, -1.4, -5, 1.8, -1.1, -0.6, 3.4, 7, -0.3
- O=C(CSc1nc2ccccc2c(=O)n1Cc1ccco1)NCc1ccccc1
→ 1, -0.7, 17, ., 0.1, i, -0.7, -1, 3.1
- CC(=O)Nc1ccc(NS(=O)(=O)Cc2ccccc2)cc1
→ 3, 3.9, 1, ., -1.1, i, -0.8, -1, -5.3
- N#Cc1ccc2sn(-c3ccccc3)c(=O)c2c1
→ -3, 1.1, 2, 0.0, ., -0.7, -1.3, 0, .
- CC(C)CC(=O)NNC(=O)c1ccc(Cl)cc1
→ 0, ., -6, -1.0, 0.3, i, -2.9, 9, -0.6
- COc1ccc(/C=N/Nc2ncc(C(F)(F)F)cc2Cl)c(OC)c1OC
→ -7, 0.5, -4, ., -0.4, 4.9, -2.3, 13, -0.4
- CCCCC(O)(CCCC)C(=O)NN(C(=O)CCl)c1ccccc1
→ 2, ., 4, 0.8, -0.8, -0.4, 1.6, 7, -0.1
- O=C(CN1CCN(c2ncc(C(F)(F)F)cc2Cl)CC1)N1CCN(c2ncc(C(F)(F)F)cc2Cl)CC1
→ -2, -2.0, 23, 0.5, 6.6, -0.4, -0.6, 5, 4.4
- Cc1cc(NC(=O)CCC(=O)NNC(=O)c2ccc(C(C)(C)C)cc2)no1
→ 0, -1.9, -3, 0.5, -1.7, -0.9, -1.5, 7, 0.1
- Cc1cc(C)nc(SCCC(=O)Nc2ccc(F)cc2)n1
→ -2, -0.1, 5, 2.0, -0.2, 3.3, 0.1, 9, 0.2
- O=C(C1CCCO1)N1N=C(c2ccc(Br)cc2)CC1c1ccco1 (centres undefined)
→ -1, -0.7, 14, 2.2, 0.9, -0.7, -1.4, -2, .
- CC(=O)Nc1c(C(=O)N2CCCCCC2)cnn1-c1ccccc1Cl
→ 1, 0.4, 3, ., -1.2, -0.3, -2.8, 0, -0.5
- COC(=O)CNC(=O)Cn1nc(C)c([N+](=O)[O-])c1C
→ -1, ., -1, 1.0, 0.4, 0.9, -0.6, 3, -5.3
- CN(C)c1cc[n+](Cc2c(Cl)cccc2Cl)cc1
→ -2, -0.7, 3, ., -0.5, i, 0.9, 0, -0.9
- COc1cc(C2/C(=C(\O)c3ccc4c(c3)OCCO4)C(=O)C(=O)N2CCN2CCOCC2)cc(OC)c1OC (centres undefined)
→ 2, -1.0, 4, 1.3, -0.8, 0.2, -1.6, 10, 2.8
- O=C(Nn1c(-c2ccc(F)cc2)nc2ccccc2c1=O)C1CCCCC1
→ 0, -0.7, 9, 0.7, 0.6, -0.5, 0.5, 1, -0.8
- Cc1ccc2nc(-c3ccccc3O)c(Nc3ccc4c(c3)OCCO4)n2c1
→ 1, ., 3, -0.3, 2.5, -0.1, -1.7, 0, 0.3
- CCSc1nsc(NC(=O)Nc2cccc(C(C)=O)c2)n1
→ 1, -0.5, 1, 1.5, 0.4, -1.3, -0.8, -1, -0.1
- CC(NC(=O)CCC(=O)NC(C)C1COc2ccccc2O1)C1COc2ccccc2O1 (centres undefined)
→ -5, 1.8, 10, ., 0.1, -0.3, -1.4, -5, 0.2
- O=C(COc1ccc(F)cc1)Nc1nnc(C2CCCCC2)s1
→ -1, -0.9, 9, -0.1, -0.2, -0.2, 0.8, 2, -3.3
- CCOC(=O)COc1cccc2c(=O)n(CC(=O)NCCc3ccccc3)ccc12
→ 2, -0.5, 10, 0.5, 0.5, -0.2, -2.8, 11, 0.1
- CCN(c1ccccc1)S(=O)(=O)c1ccc(Cl)c(NC(=O)COC(=O)C2CC2C)c1 (centres undefined)
→ 2, -0.9, 34, 1.4, -0.4, -0.1, -3.4, -2, 2.9
- CC(=O)N1CCOc2cc(S(=O)(=O)N3CCN(c4ccccc4)CC3)c(Cl)cc21
→ 1, 13, 14, -0.6, -0.8, -0.1, -1.0, 13, -1.1
- NC1=C(Cl)C(=O)c2ccccc2C1=O
→ -2, ., -1, 0.3, -0.9, i, 0.2, -7, .
- COc1ccc(C[C@H]2CN3C(=NC[C@@H]3Cc3ccccc3)N2CCNC(=O)c2ccc(C)c(Br)c2)cc1
→ 1, -0.1, -13, ., 13, i, -14, 3, 2.9
- CN1C(=O)[C@H]2[C@@H](/C=C/c3ccccc3)N3C(=O)CN(Cc4ccccn4)C(=O)[C@@]3(Cc3ccccc3)[C@H]2C1=O
→ -1, -1.7, 10, 0.4, -0.9, i, 0.5, 0, 1.8
- O=C(COc1cc(Cl)c(Cl)cc1Cl)NC(=O)Nc1ccc2c(c1)OCCO2
→ 0, ., 0, ., -0.7, -0.2, -2.4, 10, -3.2
- CCN(CC1CCCO1)C(=O)CCc1nnc(CCc2ccccc2)o1 (centres undefined)
→ 10, -0.6, -6, 1.0, ., i, 1.3, 6, .
- S=C1NCN(Cc2ccccc2)CN1
→ 2, -1.5, -4, -0.5, 0.2, -1.1, 1.2, -11, 0.1
- Cc1cc(=O)oc2c(C)c(OCC(=O)NCC3CCC(C(=O)O)CC3)ccc12 (centres undefined)
→ 10, -1.2, -5, -1.4, -1.7, -0.4, -3.3, 16, 4.5
- CCOC(=O)/C(=C/Nc1ccc(F)c(F)c1)[N+](=O)[O-]
→ 0, -1.7, -9, ., -0.5, i, 0.8, -9, -0.5
- Cc1cccc2sc(NC(=O)Cn3c(C)csc3=O)nc12
→ 1, -0.8, -6, 1.9, -0.6, -0.7, -1.3, 6, .
- CCOC(=O)C(=Cc1ccc(OCc2ccc([N+](=O)[O-])cc2)c(OC)c1)C(=O)OCC
→ 2, ., 27, ., 0.8, i, -3.3, 12, -3.9
- COC(C(=O)Nc1ccc(Cl)cc1C)c1ccccc1 (centres undefined)
→ -1, ., 12, -0.1, 0.8, 0.0, -3.3, 0, 0.3
- O=C(C(=O)N1CCCC1)c1c[nH]c2ccccc12
→ -1, ., 7, 1.4, 0.3, 0.0, -4.2, 3, 3.9
- CCOC(=O)COc1nc(C)c(Br)c(OC)n1
→ 3, -1.0, 10, -0.3, -0.5, -0.5, -0.3, 2, -0.4

Screens from PubChem BioAssay.
